# APJ agonist – APJ receptor agonism. activation, % at 20 µM. CHO-K1 APJ PathHunter beta-arrestin, luminescence; 0% DMSO wells, 100% apelin. P35414. 330,000 compounds, 0.11% hits. AID 2520;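 active = activation more than six SD over the plate average, tested at 20 µM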;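 also: 0% = DMSO alone and 100% = apelin-13 at 10 nM; some results filed as inactive read as strong as hits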
# Target sequence (P35414 whole entry, looked up): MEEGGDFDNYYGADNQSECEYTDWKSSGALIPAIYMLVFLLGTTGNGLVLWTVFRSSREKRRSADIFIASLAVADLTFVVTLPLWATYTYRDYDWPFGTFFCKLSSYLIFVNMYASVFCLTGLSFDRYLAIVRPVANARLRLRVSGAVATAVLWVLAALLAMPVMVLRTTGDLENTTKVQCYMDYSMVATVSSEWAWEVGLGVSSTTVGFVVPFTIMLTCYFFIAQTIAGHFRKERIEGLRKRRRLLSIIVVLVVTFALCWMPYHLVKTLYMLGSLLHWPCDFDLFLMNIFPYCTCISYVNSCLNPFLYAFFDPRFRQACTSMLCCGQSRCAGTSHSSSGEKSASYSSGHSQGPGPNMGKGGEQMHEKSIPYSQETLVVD
#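 system = engineered CHO-K1 APJ arrestin reporter cells | input = 1000 cells per well | timing = overnight seeding, 90 min compound at 25 °C, 1 h detection | measured by = enzyme-fragment complementation luminescence | read-out = beta-arrestin recruitment to APJ as agonist activity, luminescent signal | control set = negative DMSO alone, positive Apelin-13 at 10 nM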
# APJ antagonist – blocks the human apelin receptor APJ. P35414. CHO-K1 APJ beta-arrestin complementation, luminescence. inhibition, % at 20 µM. 330,000 compounds, 0.32% hits;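 active = inhibition above about 40% at 20 µM, limit read from the data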;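 also: cells challenged with 10 nM apelin-13 agonist together with compound; plate controls were apelin-13 plus DMSO wells for no effect and DMSO wells lacking apelin-13 for full effect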
# NR3A LBD binder – modulates the human NR3A ligand-binding domain; NR3A LBD differential scanning fluorimetry, Tm shift; 0% = protein alone, 100% = glycine-bound protein; Tm shift relative to glycine control, % at 25 µM; 340,000 compounds, 2.5% hits; AID 1259313;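 active = melting temperature shift of at least 10% of the positive control shift, at one fixed dose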
# tim23-1 inh – tim23-1 yeast growth inhibition. inhibition, % at 20 µM. 330,000 compounds, 1.3% hits. AID 463212. S. cerevisiae tim23-1 growth, BacTiter-Glo luminescence, 24 h;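 active = growth inhibition of the mutant yeast at or above 50%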;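 also: temperature-sensitive mutant grown at 25 °C; plate controls were DMSO-treated mutant yeast for no effect and medium wells lacking yeast for full effect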
# tim10-1 inh – inhibits growth of tim10-1 mutant yeast; AID 463190; S. cerevisiae tim10-1 ts strain growth, BacTiter-Glo, 24 h; 330,000 compounds, 2.2% hits; inhibition, % at 20 µM;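 active = inhibition of at least 40%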;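 also: mutant grown at 25 °C; 0% = DMSO wells with yeast and 100% = wells holding no yeast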
# beta cell repl – inducers of beta-cell replication in MIN6 cells | MIN6 cells proliferation, ATPlite luminescence, 48 h; cells starved in 0.2% serum; 100% = growth in 10% serum | 330,000 compounds, 0.29% hits | AID 2380 | proliferation, % at 10 µM;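 active = compounds whose signal lies at least 3.5 SD above the mean of all wells on their plate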;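 also: 0% = DMSO-treated cells in low-serum medium and 100% = 10% serum control; some compounds called inactive have numbers as strong as hits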
# TIM10 inh – TIM10 yeast growth inhibition; S. cerevisiae TIM10 strain growth, BacTiter-Glo luminescence, 24 h; inhibition, % at 10 µM; 330,000 compounds, 1.4% hits; AID 463195;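 active = inhibition of 40% or more at the single tested concentration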;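 also: wild-type TIM10 isogenic control strain grown at permissive 25 °C; 0% = DMSO yeast wells and 100% = minimal medium wells without yeast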
# MPTP block – permeability transition pore inhibition; isolated mouse mitochondria, Ca2+ swelling absorbance, 30 min; inhibition, % at 10 µM; 360,000 compounds, 1.4% hits; AID 602449;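 active = inhibition of 50% or more, scaled per plate between neutral and stimulator controls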;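 also: 0% = DMSO wells given calcium and 100% = 1 mM EGTA wells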
# NALP3 yeast inh – blocks the NALP3 inflammasome reconstituted in yeast; Yeast reconstituted NLRP3/ASC/caspase-1, beta-gal luminescence, 24 h; inhibition, % at 10 µM; 330,000 compounds, 0.39% hits;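 active = inhibition of 50% or more; inactive = inhibition below 50%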;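 also: plate controls were induced DMSO wells for no effect and uninduced yeast grown without galactose for full effect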
# Active calls of the source: *; . = not tested or not shown.
# Every second line gives: APJ agonist	APJ antagonist	NR3A LBD binder	tim23-1 inh	tim10-1 inh	beta cell repl	TIM10 inh	MPTP block	NALP3 yeast inh
> O=C(Cc1ccccc1)Nc1nnc(-c2ccco2)s1
→ 0	3	-2	6	5	1	6	-0.5	28
> COc1ccc(NC(=S)NCC2CCN(c3ccc(OC)cc3)C2)cc1 (stereo unspecified)
→ -1	10	-3	36	33	-2	48*	1.1	19
> COc1ccc(S(=O)(=O)N2CCOCC2)cc1NC(=O)c1ccccc1-c1ccc(C(F)(F)F)cc1
→ -3	-3	-6	-17	13	0	-3	1.3	9
> CCOC(=O)c1c(C)[nH]c(-c2csc(C)n2)c1C
→ -3	4	1	27	21	1	13	0.4	32
> O=C(CNC(=S)N(Cc1ccccc1)Cc1ccccc1F)NCCc1ccccc1
→ 0	2	-8	17	41*	-6	11	-1.2	-13
> Cc1cc(N/N=C/c2ccccc2)nc(N)n1
→ -2	10	0	-32	-12	0	3	0.7	8
> CN1CCc2c(sc3nc(NN)n(Cc4ccccc4)c(=O)c23)C1
→ 4	3	-4	21	19	0	14	3.7	-8
> CCc1ccc2c(c1)C(c1ccc(N3CCOCC3)cc1)=NNC(c1ccncc1)=N2
→ -2	-12	2	14	-25	-4	24	-0.9	4
> O=C(CCc1ccccc1)Nc1cccnc1Cl
→ -1	-7	1	18	4	0	11	2.8	13
> CCS(=O)c1ccccc1C(=O)OCC(=O)Nc1cccc(S(=O)(=O)N2CCCCC2)c1 (stereo unspecified)
→ -1	-14	1	13	16	0	7	-0.4	10
> CC1(C)CC(O)CC(C)(C)N1CC(O)COCc1ccccc1 (stereo unspecified)
→ -2	8	-8	-18	-14	-3	1	-1.1	7
> O=C(CSc1nc2ccccc2c(=O)n1Cc1ccco1)N1CCN(c2ccccc2)CC1
→ -6	2	3	-4	6	-2	4	1.8	14
> CN(C)/C=N/c1ncn(-c2ncc(C(F)(F)F)cc2Cl)n1
→ -2	13	0	15	-2	-1	-28	0.0	2
> Nc1nc2ccc(Cc3ccncc3)cc2s1
→ 0	8	0	10	21	0	10	-1.5	21
> Cc1ccc(C)c(N2CCN(C(=O)c3nn(C)c4c3CS(=O)(=O)c3ccccc3-4)CC2)c1
→ -4	-22	-1	27	34	8	-12	-1.1	20
> O=C(Nc1ccc([N+](=O)[O-])cc1Br)c1cc2ccccc2nc1Cl
→ -2	-32	-3	-1	2	-2	0	1.0	7
> Cc1cc(Cl)c(S(=O)(=O)Nc2cccc(O)c2)cc1OCC(N)=O
→ 2	-1	1	12	-4	0	3	1.5	15
> CCn1c(=O)c(C(=O)NCCCO)c(O)c2ccccc21
→ -4	-3	-1	14	11	-6	12	0.9	10
> CCCN(Cc1nnc(-c2ccccc2Cl)o1)C(=O)c1cc2ccccc2o1
→ -5	10	.	9	3	-4	-17	0.5	30
> CCOC(=O)c1cnc2c(OC)cccc2c1N1CCN(c2ccccc2OC)CC1
→ 4	-4	-5	34	37	-2	42*	-2.7	31
> CCOC(=O)N1CCC(NC(=O)c2cc(S(=O)(=O)NCCc3ccccc3)ccc2F)CC1
→ 0	-27	-5	20	30	0	3	6.8	11
> COc1cc(NC(=O)Cn2nc(C(F)(F)F)c(Br)c2C)cc([N+](=O)[O-])c1
→ -1	-1	21*	11	28	-7	13	85*	17
> COc1ccc(-c2cc(C(=O)NC3CCCC3)c3ccccc3n2)cc1OC
→ -2	27	-1	12	12	2	12	0.3	6
> Cc1cc(C(=O)Nc2ccc(N3CCOCC3)c3nonc23)ccc1[N+](=O)[O-]
→ -1	5	-2	1	-27	-4	10	0.7	22
> CC(C)N(C)Cc1nnnn1CC(=O)N(C)Cc1cccc(Cl)c1
→ 0	-17	-1	22	19	-3	7	0.1	13
> CC(=O)c1cccc(NC(=O)N2C3CCC2CC(O)(c2cccnc2)C3)c1 (stereo unspecified)
→ 12	-4	5	11	2	-1	3	-2.5	-2
> CCOC(=O)c1c(N)sc(C(=O)OCCOC)c1C
→ -2	18	0	19	4	-4	-5	0.3	21
> COc1ccc2c(CCNC(=O)CN3C(=O)c4ccccc4C3=O)c[nH]c2c1
→ -2	10	-2	-2	1	-1	2	-1.1	2
> COc1ccccc1CN1CC(C(=O)NCCN2CCNC2=O)CCC1=O (stereo unspecified)
→ 1	18	0	-9	2	-2	4	-0.8	3
> O=C(O)c1cccc(S(=O)(=O)N2CCc3ccccc3C2)c1
→ -3	2	0	16	9	-5	13	0.7	6
> Cc1[nH]c2ccccc2c1C1C(c2ccccc2)=NN=C(C(C)C)N1O (stereo unspecified)
→ 0	-3	-4	27	21	-2	23	1.2	12
> CC1(C)Cc2c(C#N)c(SCc3ccccc3)nc(N3CCOCC3)c2CO1
→ 0	-4	-2	8	3	-6	-2	6.0	18
> COc1ccc(NS(=O)(=O)c2ccc(C)c(NC(=O)NC3CCCCC3)c2)cc1
→ -3	-14	3	11	-3	-1	-1	9.5	11
> CC(C)CCc1c(O)nc(SCC(=O)N2CCCCCC2)[nH]c1=O
→ 4	10	.	7	-11	1	8	-1.1	4
> CC1=CC(C)(C)N2C(=O)C3(NCCc4c3[nH]c3ccccc43)c3cccc1c32 (stereo unspecified)
→ -3	13	-2	2	16	-4	6	1.1	1
> CC(=O)Nc1cccc(C(=O)NC2CCCc3c2cnn3-c2cc(C)cc(C)c2)c1 (stereo unspecified)
→ -2	11	1	11	9	-4	9	0.9	13
> COc1ccccc1NC(=O)Cn1c(=O)oc2ccccc21
→ -6	14	7	-4	-15	-1	-5	0.2	-18
> CCCSc1cc(N)cc([N+](=O)[O-])c1
→ 4	17	-4	7	13	5	-15	5.5	5
> Cc1ccc(N=Nc2ccc(N)cc2C)c(S(N)(=O)=O)c1
→ -3	6	.	28	34	0	12	-0.9	18
> Cc1ccc(-c2csc(NC(=O)C3=COCCO3)n2)cc1
→ -1	16	-2	32	24	0	17	-1.5	32
> CCOC(=O)c1c(NC(=O)C2CCCO2)sc(C(N)=O)c1C (stereo unspecified)
→ -2	6	-3	-3	-10	1	4	-0.3	-14
> CC(=NCCc1ccccc1)C1=C(O)CCC1=O
→ 4	-15	1	9	-9	-2	-7	0.5	19
> COc1cc(NC(=O)CN2C(=O)NC(c3ccccc3)(c3ccccc3)C2=O)c(C)cc1[N+](=O)[O-]
→ -2	-6	-3	6	15	-4	10	-1.6	0
> NC(=O)c1ccc(NC(=O)COC(=O)CCCOc2ccccc2)cc1
→ -1	-3	1	-16	-18	8	-9	-2.4	-20
> CCn1ccc(C(=O)NC2=C(C#N)CCC2)n1
→ 2	7	2	2	5	0	8	-1.2	11
> O=C(OCc1cc(=O)n2c(n1)sc1ccccc12)c1cccc(O)c1
→ 1	-3	-7	3	20	1	-16	1.2	18
> CCC(NC(=O)c1ccccc1NC(=O)c1ccccc1)C(=O)O (stereo unspecified)
→ -5	15	1	-14	4	-3	-2	1.2	8
> CC(C)(C)c1cc(NS(=O)(=O)c2ccc3c(c2)OCCO3)on1
→ 0	-3	2	17	20	0	16	-0.3	-43
> C[C@H](NC(=O)c1ccccc1)C(=O)N1CCC2(CC1)NCCc1[nH]cnc12
→ 1	23	-1	-14	-5	5	2	0.1	11
> CCOC(=O)CNc1nc(Oc2ccc(=O)n(C)n2)nc(N(CC)CC)n1
→ -2	8	1	-2	3	2	6	1.4	-5

# (list continues)
# Every second line gives: APJ agonist	APJ antagonist	NR3A LBD binder	tim23-1 inh	tim10-1 inh	beta cell repl	TIM10 inh	MPTP block	NALP3 yeast inh
> Cc1ccc(Cl)cc1N(C)C(=O)Cn1ncc2c([nH]c3ccccc32)c1=O
→ 4	1	0	43	19	-6	33	1.5	3
> CCOc1cc(C(=O)Nc2ccc(S(=O)(=O)N3CCOCC3)cc2)cc(OCC)c1OCC
→ -3	-12	0	-31	-19	1	-21	1.1	1
> CCC(CC)NC(=O)c1oc2ccccc2c1COc1ccccc1
→ -3	-4	4	18	28	-6	2	-0.5	22
> CN(C)S(=O)(=O)c1cccc(NC(=O)c2ccc(COc3ccccc3)cc2)c1
→ -3	-3	-3	21	28	-5	20	4.9	-6
> CCN(CC)C(c1ccc(C)cc1)c1nnnn1C1CCCCC1 (stereo unspecified)
→ -2	5	0	47	44*	-3	36	1.5	26
> Cc1cc(C(=O)N/N=C2\CC(=O)CC(C)(C)C2)n[nH]1
→ -4	14	-14	-8	-7	-3	2	-0.4	4
> O=C(CCN1CCC(c2ccccc2)C1)c1cccs1 (stereo unspecified)
→ -6	27	0	4	13	-4	3	0.1	41
> COc1ccc(OC)c(C2=NOC(C(=O)NCc3ccco3)C2)c1 (stereo unspecified)
→ -2	16	1	-1	6	0	-14	-0.6	21
> Nc1nc(OCC(F)(F)F)cc(Oc2ccccc2F)n1
→ -3	11	0	15	-1	-2	-3	-1.0	23
> O=C(Nc1ncccn1)c1cc([N+](=O)[O-])cc([N+](=O)[O-])c1
→ 3	-26	-1	28	22	0	-14	-3.1	13
> CCOc1ccccc1CN1CCN(S(C)(=O)=O)CC1
→ -2	-17	0	-10	-6	1	4	-0.9	11
> Cc1ccc(S(=O)(=O)N/N=C\c2cn(-c3ccccc3)nc2-c2ccccc2)cc1
→ -4	19	29*	26	-4	-4	18	10	23
> O=c1[nH]c(/C=C/c2ccc(Br)cc2)nc2c1cnn2-c1ccccc1
→ 3	-57	.	-9	3	-1	11	.	9
> Cc1sc2nc(CC(N)=O)[nH]c(=O)c2c1-c1ccccc1
→ -1	4	0	2	6	0	3	2.3	16
> c1ccc([C@H]2CN3C(=N2)Sc2ccccc23)cc1
→ 0	-2	7	13	-9	-6	0	0.7	38
> CCCc1cc(Nc2c(C)n(C)n(-c3ccccc3)c2=O)n2c(nc3ccccc32)c1C#N
→ 1	-21	-12	8	10	2	4	4.5	18
> O=C(COC(=O)c1cccc(S(=O)(=O)N2CCOCC2)c1)NCc1ccc2c(c1)OCO2
→ -3	6	0	3	-12	-5	-7	-0.7	16
> COc1ccc(NC(=O)N(Cc2ccc(C)cc2)Cc2cccnc2)c(OC)c1
→ -2	8	-1	19	21	2	-10	0.9	13
> COc1ccc(NC(=S)NC(=O)c2csnn2)cc1
→ -4	17	0	-7	3	-3	1	0.3	23
> COc1ccc(C)cc1NC(=O)CN1C(=O)COc2ccc(S(=O)(=O)N3CCC(C)CC3)cc21
→ 5	-9	-8	6	-5	-7	12	-0.3	15
> CN1CCN(S(=O)(=O)c2ccc(N)cc2)CC1
→ 4	1	0	-1	-8	-3	6	-1.1	-7
> Cc1cccc(OCc2nnc(SCC(=O)c3ccccc3)o2)c1
→ 4	-15	5	18	30	-2	5	1.2	-53
> CCN(CC)c1nc(C(F)(F)F)nc2c1nnn2Cc1ccccc1
→ -1	4	0	26	-6	1	-10	2.9	16
> Cc1ccc(C2C(=O)N(C3CCCC3)CC(=O)N2CC2COc3ccccc3O2)cc1 (stereo unspecified)
→ -3	-16	-2	35	15	-3	9	2.7	11
> CC(=O)N1CCCc2cc(S(=O)(=O)N3CCCC(C(=O)Nc4ccccc4C)C3)ccc21 (stereo unspecified)
→ 2	24	-4	21	27	1	13	0.1	3
> COc1cc(CCCN2CCNC[C@@H]2Cc2ccc(O)cc2)cc(OC)c1OC
→ -6	8	0	14	8	-5	-3	-0.2	-4
> COc1ccccc1C(=O)NCCCNC(=O)c1cnccn1
→ -1	12	-2	5	-10	4	12	0.1	8
> Cn1ncc(Br)c1C(=O)N/N=C/c1cccc(OC2CSC2)c1
→ -4	1	1	29	0	5	12	-2.0	14
